# HT1080 cytotoxicity: cytotoxicity in HT1080 fibrosarcoma cells, cell-based, fluorescence readout (AID 620); HT1080 viability, fluorescence; higher % means a stronger effect; cytotoxicity, % at 10 µM; hits with a dose series show EC50 in µM; actives 0.42% (n = 87,000); in the data active = cytotoxicity above about 50%;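 note: cells exposed to compound overnight then 4 h with Alamar Blue; 0% = vehicle DMSO and 100% = killing control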
# * marks the source's active call; other numbers are inactive results; & = joins results of further samples. A portion of the library, so the mix of outcomes need not match the whole.
canonical_smiles: CCOC(=O)c1c(C)n(Cc2ccco2)c2c1cc(O)c1ccccc12
  HT1080 cytotoxicity: 22%
canonical_smiles: Cc1ccc2c(c1)C1CN(C)CCC1N2C(=O)Nc1cccc(Cl)c1 (stereo unspecified)
  HT1080 cytotoxicity: -9%
canonical_smiles: CN(C)c1ccc(C(=O)c2ccc(N(C)C)cc2)cc1
  HT1080 cytotoxicity: -8%
canonical_smiles: CCCC1C(C#N)=C(N)Oc2c1c(=O)oc1ccccc21 (stereo unspecified)
  HT1080 cytotoxicity: 6%
canonical_smiles: CCOC(=O)C(NC(C)=O)C(OC(C)=O)c1cccc(N(CCCl)CCCl)c1 (stereo unspecified)
  HT1080 cytotoxicity: 2%
canonical_smiles: O=C(c1c[nH]cc1-c1ccccc1)c1cccc2ccccc12
  HT1080 cytotoxicity: -3%
canonical_smiles: O=c1[nH]c(=S)n(Cc2ccc(F)cc2)c(O)c1C=NCC1CCCO1 (stereo unspecified)
  HT1080 cytotoxicity: -10%
canonical_smiles: COc1ccc2c(CCN)c[nH]c2c1
  HT1080 cytotoxicity: 28%
canonical_smiles: O=C1CSC2(CN3CCC2CC3)N1 (stereo unspecified)
  HT1080 cytotoxicity: -2%
canonical_smiles: COc1cc2[nH]c(=O)n(-c3ccc(C)cc3)c(=O)c2cc1OC
  HT1080 cytotoxicity: -4%
canonical_smiles: COc1ccccc1N(CC(=O)NC1CCCC1)C(=O)c1cnn(C(C)C)c1
  HT1080 cytotoxicity: -9%
canonical_smiles: O=C(c1cccn2c(=O)c3cc(Br)ccc3nc12)N1CCC2(CC1)OCCO2
  HT1080 cytotoxicity: 8%
canonical_smiles: c1ccc(CNC2=NCCS2)cc1
  HT1080 cytotoxicity: 12%
canonical_smiles: O=C(COC(=O)Cc1ccccc1)Nc1ncc(Cl)cc1Cl
  HT1080 cytotoxicity: -3%
canonical_smiles: CNCC1(c2ccccc2)CCCC1
  HT1080 cytotoxicity: -7%
canonical_smiles: Cn1c(N2CCNCC2)nc2ccccc21
  HT1080 cytotoxicity: -4%
canonical_smiles: CCCCn1c(O)c(C(CC)=NCc2ccc(F)cc2)c(=O)[nH]c1=O
  HT1080 cytotoxicity: -10%
canonical_smiles: CCCCCCCC(=O)NC(Oc1ccccc1[N+](=O)[O-])C(Cl)(Cl)Cl (stereo unspecified)
  HT1080 cytotoxicity: 0%
canonical_smiles: Cc1ccc(S(=O)(=O)NP(=O)(Oc2ccccc2)Oc2ccccc2)cc1
  HT1080 cytotoxicity: -3%
canonical_smiles: COc1ccc(/C=C2\C(=N\O)C3CCN2CC3)cc1
  HT1080 cytotoxicity: -5%
canonical_smiles: CCOc1cc(C=C2C(=O)NC(=O)NC2=O)ccc1OS(=O)(=O)c1ccccc1
  HT1080 cytotoxicity: -7%
canonical_smiles: CN(C)CC1CSCCC1(O)c1ccc(Cl)cc1 (stereo unspecified)
  HT1080 cytotoxicity: 6%
canonical_smiles: CCOc1cccc(CNC2CN3CCC2CC3)c1 (stereo unspecified)
  HT1080 cytotoxicity: 8%
canonical_smiles: COc1ccccc1NC1=NCCS1
  HT1080 cytotoxicity: -4%
canonical_smiles: O=C(COc1ccc(Br)cc1)N1CCN(Cc2c[nH]c3ccccc23)CC1
  HT1080 cytotoxicity: 6%

# Arranged by count of non-hydrogen atoms (rising): some entries from above.
canonical_smiles: c1ccc(CNC2=NCCS2)cc1
  HT1080 cytotoxicity: 12%
canonical_smiles: CN(C)CC1CSCCC1(O)c1ccc(Cl)cc1 (stereo unspecified)
  HT1080 cytotoxicity: 6%
canonical_smiles: COc1ccc(/C=C2\C(=N\O)C3CCN2CC3)cc1
  HT1080 cytotoxicity: -5%

# Other results:
canonical_smiles | HT1080 cytotoxicity
COC(=O)[C@H]1C[C@@H]1[C@H](NP(=O)(c1ccccc1)c1ccccc1)c1ccccc1 | -19%&-17%
CCOC(=O)c1c(C)n(Cc2ccc3c(c2)OCO3)c2ccc(O)cc12 | 1%
CNCCCc1ccccc1 | -13%
CCOP(=O)(OCC)C(C)(C)NC(=O)C(Cl)(Cl)Cl | -9%
C=CCn1c(O)c(C=NCCN2CCNCC2)c(=O)[nH]c1=O | -10%
CCOP(=O)(CN(CC)CCNP(=O)(OCC)OCC)OCC | 1%
CCOP(=O)(OCC)C(NC(C)=O)C(Cl)(Cl)Cl (stereo unspecified) | 10%
CCOP(=O)(OCC)C(CC)N1CCOCC1 (stereo unspecified) | -2%

# An excerpt taken from the entries so far, for reference:
canonical_smiles | HT1080 cytotoxicity
CNCCCc1ccccc1 | -13%
CCOP(=O)(OCC)C(C)(C)NC(=O)C(Cl)(Cl)Cl | -9%
C=CCn1c(O)c(C=NCCN2CCNCC2)c(=O)[nH]c1=O | -10%
CCOP(=O)(CN(CC)CCNP(=O)(OCC)OCC)OCC | 1%
CCOP(=O)(OCC)C(NC(C)=O)C(Cl)(Cl)Cl (stereo unspecified) | 10%
CCOP(=O)(OCC)C(CC)N1CCOCC1 (stereo unspecified) | -2%

# Next part
canonical_smiles | HT1080 cytotoxicity
Clc1cccc(Cl)c1CN1CCN(c2ccccc2)CC1 | 18%
Cc1cc(OC(=O)CCCNC(=O)OC(C)(C)C)c2c3c(c(=O)oc2c1)CCC3 | -8%
CCC(CC)C1C(C#N)=C(N)Oc2c1c(=O)oc1ccccc21 (stereo unspecified) | -6%
CSCCC(N=Cc1c(O)n(-c2ccc(F)cc2)c(=O)[nH]c1=O)C(=O)OC(C)(C)C (stereo unspecified) | 3%
O=c1cccc2n1CC1CC2CN(S(=O)(=O)c2ccccc2)C1 (stereo unspecified) | -7%
CCN(CC)c1ccc(N=Cc2c(O)n(Cc3ccccc3)c(=O)[nH]c2=O)cc1 | -13%
O=C(Oc1ccc([N+](=O)[O-])cc1)N1CCC(N2CCCCC2)CC1 | 3%
CN1CCc2nc3sc(C(=O)NC(C)(C)C)c(N)c3cc2C1 | 10%
CCCC[C@@H]1C[C@H]1[C@@H](NP(=O)(c1ccccc1)c1ccccc1)c1ccc(Cl)cc1 | 3%
O=c1[nH]c(=O)n(-c2cccc3ccccc23)c(O)c1C=NCc1ccc2c(c1)OCO2 | -3%

# Taken from above:
# `O=C(Oc1ccc([N+](=O)[O-])cc1)N1CCC(N2CCCCC2)CC1` in HT1080 cytotoxicity reads 3%
# `CCOP(=O)(OCC)C(CC)N1CCOCC1` (stereo unspecified) in HT1080 cytotoxicity reads -2%

# Fetched one by one from the list above (three):
canonical_smiles | HT1080 cytotoxicity
Clc1cccc(Cl)c1CN1CCN(c2ccccc2)CC1 | 18%
CCN(CC)c1ccc(N=Cc2c(O)n(Cc3ccccc3)c(=O)[nH]c2=O)cc1 | -13%
Cc1cc(OC(=O)CCCNC(=O)OC(C)(C)C)c2c3c(c(=O)oc2c1)CCC3 | -8%

# High-throughput results as filed in PubChem.
